Screens: PubChem BioAssay, several laboratories
GAA850 FXN act = FXN promoter activators, primary screen, cell-based, luciferase luminescence, HEK293 lucGAA850 | hit rate 0.56% among 360,000 | HEK293 lucGAA850 FXN promoter luciferase reporter, 24 h; percent of 10 µM SAHA response | activation, % at 6 µM | AID 540364, 2011;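 active = activation above the average of all compounds screened plus 3 SD, cutoff fixed separately per campaign, cut at about 7.5% in these data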;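 also: 0% = DMSO wells and 100% = 10 µM SAHA wells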
DAX1 inh-1 = DAX1 (NR0B1) inhibitors, primary screen, cell-based, HEK293, Gal4-DAX1, luciferase luminescence; HEK293 Gal4-DAX1 luciferase reporter; inhibition, % at 6.75 µM; hit rate 0.99% among 340,000; AID 504766, 2011;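 active = inhibition above the mean over all tested compounds plus 3 SD, cut at about 4.2% in these data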;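 also: 0% = DAX1-transfected cells with DMSO and 100% = empty-vector control cells with DMSO; inhibition shows as a rise in luminescence from relieved DAX1 repression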
sPLA2-III inh = human group III sPLA2 inhibitors, primary screen, biochemical, QFRET, BODIPY PC-A2 liposome substrate. hit rate 0.56% among 370,000. QFRET BODIPY PC-A2 liposome hydrolysis, fluorescence. inhibition, % at 12.2 µM. Group 3 secretory phospholipase A2 (Homo sapiens), Q9NZ20;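 active = inhibition above mean plus 3 SD of compounds lying within the high and low control bounds, cut at about 19% in these data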;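 also: 0% = median of test compound wells and 100% = no enzyme DMSO wells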
NR1D1 modulator = modulators of Rev-erb alpha DNA binding, primary screen, biochemical, FITC-DNA, fluorescence polarization, uHTS | Rev-erbα–FITC-DNA binding, 90 min | activity, % at 10 µM | hit rate 0.79% among 370,000 | AID 1259318, 2017;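 active = activity above about 14%, limit read from the data; passing the limit was not always enough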;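 also: 0% = DMSO wells with 35 nM protein and 100% = DMSO wells with 750 nM protein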
PG9 Ab binder = binders of HIV-1 gp120 antibody PG9, primary screen, biochemical, TR-FRET; AID 624416, 2012; HIV-1 gp120 / PG9 antibody interaction; hit rate 0.43% among 360,000; inhibition, % at 6.7 µM; TR-FRET gp120-PG9 antibody binding; in the data active = inhibition above about 8.5%
hgDAF12 agonist = H. glycines DAF-12 receptor agonists, primary screen, cell-based, luminescence, HEK293, GAL4 fusion, UAS-luciferase; HEK293 GAL4-hgDAF12 UAS-luciferase reporter, agonist luminescence; normalized to butyrate control; Nuclear hormone receptor DAF-12 (Heterodera glycines), GAL4 fusion; hit rate 1.8% among 370,000; activation, % at 6.8 µM;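 active = activation above a cutoff set at the mean of all screened compounds plus 3 SD, cut at about 10% in these data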;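 also: 0% = DMSO wells and 100% = sodium butyrate wells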
ssDAF12 agonist = S. stercoralis DAF-12 nuclear receptor activators, primary screen, cell-based, luminescence, HEK293, GRIP1 co-expression, lit1-tk-luc | Nuclear hormone receptor DAF-12 (Strongyloides stercoralis) | HEK293 ssDAF-12/GRIP1 lit1-tk-luc reporter; % of 3 µM dafachronic acid response | activation, % at 6.8 µM | hit rate 1% among 370,000 | AID 652126, 2013;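 active = activation above the mean over all tested compounds plus 3 SD, cut at about 0.9% in these data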;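 also: 0% = DMSO-only wells and 100% = 3 µM delta7-dafachronic acid wells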
PLC-beta3 inh = human PLC-beta3 inhibitors, primary screen, biochemical, fluorescence | 1-phosphatidylinositol 4,5-bisphosphate phosphodiesterase beta-3 (Homo sapiens), Q01970 | Purified PLC-beta3, fluorogenic substrate | inhibition, % at 12.2 µM | hit rate 0.18% among 370,000; in the data active = inhibition above about 11%;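 also: 0% = median of compound wells on plate and 100% = full blocker control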
Target sequence (Q01970 whole entry, looked up): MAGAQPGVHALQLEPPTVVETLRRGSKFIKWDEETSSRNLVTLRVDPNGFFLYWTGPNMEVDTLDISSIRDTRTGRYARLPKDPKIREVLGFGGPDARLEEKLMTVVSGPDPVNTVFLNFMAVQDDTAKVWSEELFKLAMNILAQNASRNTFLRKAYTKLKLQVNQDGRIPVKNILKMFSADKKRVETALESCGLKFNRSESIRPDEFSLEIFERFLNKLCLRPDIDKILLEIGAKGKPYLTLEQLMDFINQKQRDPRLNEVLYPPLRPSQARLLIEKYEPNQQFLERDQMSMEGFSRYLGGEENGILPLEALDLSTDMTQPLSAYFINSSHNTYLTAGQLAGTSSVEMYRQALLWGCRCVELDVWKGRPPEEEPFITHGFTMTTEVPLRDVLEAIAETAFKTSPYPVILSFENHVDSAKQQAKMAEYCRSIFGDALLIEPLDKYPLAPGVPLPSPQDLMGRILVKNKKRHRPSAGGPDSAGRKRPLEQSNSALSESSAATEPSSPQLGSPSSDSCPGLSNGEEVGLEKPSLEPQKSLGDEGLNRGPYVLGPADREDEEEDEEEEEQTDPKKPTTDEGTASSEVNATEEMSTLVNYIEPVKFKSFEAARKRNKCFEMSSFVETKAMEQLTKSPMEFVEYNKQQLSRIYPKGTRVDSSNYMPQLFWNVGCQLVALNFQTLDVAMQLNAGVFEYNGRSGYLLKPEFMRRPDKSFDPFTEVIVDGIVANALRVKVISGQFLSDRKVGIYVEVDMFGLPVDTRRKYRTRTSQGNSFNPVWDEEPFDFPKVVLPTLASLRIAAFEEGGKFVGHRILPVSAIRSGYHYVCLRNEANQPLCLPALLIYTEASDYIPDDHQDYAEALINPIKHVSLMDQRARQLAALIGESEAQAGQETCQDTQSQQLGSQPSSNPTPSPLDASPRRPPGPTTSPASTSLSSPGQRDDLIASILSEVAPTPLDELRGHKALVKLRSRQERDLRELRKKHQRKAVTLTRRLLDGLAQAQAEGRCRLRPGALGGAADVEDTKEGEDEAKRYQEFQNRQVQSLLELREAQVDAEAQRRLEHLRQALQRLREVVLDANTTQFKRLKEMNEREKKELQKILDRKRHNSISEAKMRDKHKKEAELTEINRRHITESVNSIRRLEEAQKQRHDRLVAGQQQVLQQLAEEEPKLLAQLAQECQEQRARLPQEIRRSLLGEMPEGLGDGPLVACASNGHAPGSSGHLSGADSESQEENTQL
DAX1 inh-2 = DAX1 (NR0B1) inhibitors on StAR promoter, primary screen, cell-based, luminescence, SF-1 (NR5A1), full-length DAX-1; hit rate 1.1% among 370,000; AID 652010, 2013; HEK293T StAR-luciferase reporter, SF-1/DAX-1 repression relief; inhibition, % at 6.8 µM;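 active = inhibition above the mean over all tested compounds plus 3 SD, cut at about 3.6% in these data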;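 also: 0% = DAX-1 cells with DMSO and 100% = cells lacking DAX-1 with DMSO; higher inhibition means more luminescence from relief of DAX-1 repression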
hcDAF12 agonist = H. contortus DAF-12 nuclear receptor activators, primary screen, cell-based, luminescence, HEK293, lit1-tk-luc reporter. HEK293 hcDAF-12 lit1-tk-luc reporter; 0% DMSO, 100% Δ7-dafachronic acid. activation, % at 6.8 µM. hit rate 1.4% among 370,000. AID 652067, 2013;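 active = activation above the mean of all tested compounds plus 3 SD, cut at about 5.5% in these data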;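 also: 100% = response to 3 µM Δ7-dafachronic acid high control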
SMARCA2 act = SMARCA2 (BRM) function activators, primary screen, cell-based, luminescence, high throughput | activation, % at 9.1 µM | hit rate 1% among 370,000 | AID 652017, 2013 | MG213 cells, MMTV-luciferase reporter, dexamethasone, overnight; in the data active = activation above about 7.8%;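 also: 0% = vehicle wells and 100% = reference activator wells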
Numbers without * were called inactive; / = not tested or not shown.

no.	SMILES	GAA850 FXN act	DAX1 inh-1	sPLA2-III inh	NR1D1 modulator	PG9 Ab binder	hgDAF12 agonist	ssDAF12 agonist	PLC-beta3 inh	DAX1 inh-2	hcDAF12 agonist	SMARCA2 act
1	O=C(/C(=C\c1ccccc1)c1nc2ccccc2[nH]1)c1ccc(Cl)cc1	-4.7	0.1	6	4	2.1	11*	-0.3	-51	0.9	0.9	-1
2	O=S(=O)(c1cccc(Br)c1)N1CCN(S(=O)(=O)c2ccc3c(c2)OCCO3)CC1	1.7	-0.9	3	-2	-1.7	0.8	-1.7	4	-0.4	-0.8	3
3	COC(=O)c1ccc(NC(C)=O)o1	1.3	0.3	9	3	0.2	1.7	-1.0	8	-0.2	0.9	3
4	O=C(C1CCC1)n1ccc2ccc(-c3ccc4ccn(Cc5ccccc5)c4c3)cc21	/	/	0	-5	/	5.8	-0.1	-7	0.6	2.8	1
5	O=C(CSc1nncs1)Nc1cc(-c2ccccc2)nn1-c1ccccc1	0.9	0.1	-20	-1	-1.5	-1.3	-1.1	4	-0.5	-2.2	4
6	CCOC(=O)N1CCN(C(=O)c2cccc(S(=O)(=O)Nc3ccc(Br)cc3)c2)CC1	0.7	0.2	-14	2	-1.0	-3.8	-0.8	-5	-1.2	-1.3	-3
7	CS(=O)(=O)Nc1ccc(C2=NN(C(=O)C3CCCCC3)C(c3cccs3)C2)cc1 (configuration not stated)	1.7	-2.1	-34	-1	-0.1	0.3	-1.8	-92	-0.6	-3.7	-2
8	CC(C)Cc1nc2sc3c(=O)n(N)cnc3c2c2c1COC(C)(C)C2	5.8	2.2	-1	-4	-0.2	-3.7	-1.1	-3	-0.4	-0.8	-2
9	CSCC[C@H](NC(=O)[C@H]1CC[C@H](CNC(=O)[C@@H](N)Cc2ccccc2)CC1)C(=O)O	2.3	-0.6	-6	2	-3.0	-1.5	-1.0	-5	0.0	-1.0	0
10	CN(C)C1NC(=O)c2cc(-c3ccccc3)sc2N1 (configuration not stated)	3.1	0.0	6	2	-5.1	4.3	-0.6	2	1.1	0.9	2
11	O=C(Nc1ccc(Cl)c(S(=O)(=O)N2CCOCC2)c1)c1ccccn1	0.6	-1.8	-2	1	0.9	-0.5	0.0	-2	0.1	3.2	1
12	O=C(NCc1ccccc1F)C1CCCN1S(=O)(=O)c1ccc(F)cc1 (configuration not stated)	1.6	1.3	0	-3	-0.3	1.3	-1.1	-6	-0.3	-0.4	-1
13	CC(=O)c1c(C)[nH]c(C(=O)Nc2ccc(N3CCCCCC3)cc2)c1C	-8.4	-2.9	10	-5	-5.8	-9.8	-2.6	-6	-5.0	-6.7	-8
14	COc1ccc(-c2c(C#Cc3ccccc3)c3ccccc3n2C)cc1	1.4	0.8	8	-2	-1.3	2.5	-0.6	-48	-0.2	0.7	0
15	Cc1ccc(OCCNC(=O)CN2C(=O)NC3(CCCC3)C2=O)cc1	1.6	-0.6	3	1	0.1	-1.3	-0.8	2	0.1	-0.4	-1
16	CC[C@H](C)/C=C(C)/C=C/C(=O)Cc1cc(O)c(C)c(O)c1C=O	-0.3	0.9	-11	-2	-1.4	1.1	-1.2	-136	0.6	1.5	0
17	CC(=O)Nc1ccc(NC(=O)CSc2ccc(-c3cccnc3)nn2)cc1	-1.5	0.6	4	3	1.2	0.0	-1.4	-11	-3.2	-1.5	-1
18	O=C(CSC1=NS(=O)(=O)c2cc(F)ccc2N1)NCCc1ccccc1	1.1	0.7	-10	1	2.0	-0.8	-1.2	-7	0.1	-1.2	1
19	COc1ccc(-n2nnnc2C(c2ccccc2)N2CCN(C/C=C/c3ccccc3)CC2)cc1 (configuration not stated)	/	/	-9	8	-1.3	-2.9	-1.4	0	-2.7	-1.3	-2
20	CCOC(=O)C(C)Sc1ncc(OC)c(=O)[nH]1 (configuration not stated)	-1.6	-0.7	3	3	0.0	-1.1	-0.9	-1	0.7	-0.5	0
21	Cc1ccc(S(=O)(=O)N(Cc2cccc(C(F)(F)F)c2)C(=O)N2CCN(C)CC2)cc1	0.9	-0.8	13	-3	-0.5	-2.0	-0.2	-2	2.4	1.4	-2
22	COc1ccc(CNC(=O)[C@H](C)NC(=O)C2CCN(S(=O)(=O)c3ccc(F)cc3)CC2)cc1	-1.8	0.0	4	1	-6.1	0.0	-0.7	-4	0.1	-0.8	0
23	O=C(Nc1cccc(F)c1)Nc1ccc2c(c1)CCC2	2.0	1.4	2	1	1.5	8.7	-0.2	-6	3.2	5.3	8.8*
24	COc1ccccc1CNn1c(-c2cccc(C)c2)nc2ccccc2c1=O	-0.7	-0.6	3	-1	-1.1	1.1	-1.7	1	-0.8	-1.5	-2
25	CCOC(=O)c1sc2nc(-c3ccco3)c3c(c2c1N)CC(C)(C)OC3	2.4	-1.3	-2	-7	-2.5	0.7	0.2	-134	-0.4	1.6	-2
26	NC(=O)c1c(-c2ccc(Cl)cc2Cl)csc1NC(=O)Cc1ccccc1	-4.6	-4.0	-1	2	-2.6	-8.6	-2.4	1	-2.9	-4.2	-3
27	CCCCC(CC)C(=O)N1CCN(C(=O)c2ccco2)CC1 (configuration not stated)	1.1	-0.6	4	-1	0.8	-1.9	-1.1	0	0.0	-0.7	-2
28	COc1cccc(C2=NN(S(C)(=O)=O)C(c3cccs3)C2)c1 (configuration not stated)	1.5	1.8	0	-1	1.5	3.0	-0.2	3	0.2	-0.4	3
29	CC(C)c1ccc(O)c(NC(=S)NC(=O)CCc2ccccc2)c1	-0.3	-1.1	0	7	0.9	4.1	-1.6	0	-0.1	0.9	-2
30	Cc1nc(N2CCCC2)c2nnn(Cc3ccccc3Cl)c2n1	2.2	1.3	3	5	1.4	-1.1	-1.2	0	-0.2	-1.1	-2
31	COC(=O)c1cn(C(=O)c2ccc(Br)o2)c2ccccc12	5.9	0.5	3	3	-0.7	1.9	-1.1	4	-0.4	-1.4	2
32	CCOc1cc(C(=O)NCCOC)cc(OCC)c1OCC	0.4	0.2	-7	3	-1.8	1.6	1.5*	1	-0.2	2.1	2
33	COc1ccc2c(c1)c[n+](C)c1c3cc(OC)c(OC)cc3ccc21	/	/	27*	-1	-0.4	8.3	-1.9	-26	-4.3	-4.2	4
34	S=C1CC2CCCC(C2)N1 (configuration not stated)	0.3	1.3	12	-5	-1.2	-1.1	-1.0	1	-0.3	-1.0	-1
35	Cc1cccc(-n2c(SCC(=O)NCC3CCCO3)nc3ccccc3c2=O)c1C (configuration not stated)	-0.8	-0.3	3	3	0.8	-3.8	-1.4	-1	-1.6	-0.9	-2
36	CC(C)(C)NC(=O)COc1ccc(CNCc2cccs2)cc1	-1.1	0.9	-4	6	-0.5	-1.5	-1.3	3	0.1	-0.8	-3
37	O=C(c1ccc(Cl)s1)N1CCOCC1	0.9	-0.7	2	1	-1.4	-1.3	-1.1	-1	0.5	-1.3	-1
38	CCOC(=O)c1ccc(NC(=O)C(CC)(CC)C(=O)OCC)cc1	1.9	0.1	-10	1	-1.4	2.2	-1.6	1	0.1	-1.2	-2
39	COc1ccccc1NS(=O)(=O)c1ccc(C(=O)NCCCN2CCOCC2)cc1	1.6	0.0	2	2	1.1	-0.8	-0.8	0	2.2	0.8	1
40	Cc1cc(C(F)(F)F)nn1CC(=O)N(C)c1ccccc1	-0.5	0.8	1	5	-2.5	1.2	-1.5	-4	0.4	-1.1	3
41	COc1ccc(CC(N)c2csc(NC(=O)Nc3ccccc3Oc3ccccc3)n2)cc1 (configuration not stated)	8.1*	/	4	-7	-2.3	-0.5	-1.0	3	-0.8	2.4	-2
42	COc1ccc(-c2csc(NC(=O)C3=COCCO3)n2)cc1OC	5.4	0.8	-9	3	-1.7	7.8	-0.1	-11	2.2	0.0	7
43	COc1cc(/C=N/NC(=O)c2cccnc2)ccc1OCC(=O)Nc1ccc(C)cc1	0.1	0.2	3	5	0.5	1.9	-1.5	-7	-0.2	-0.3	-2
44	CN(Cc1ccc(OC(F)F)cc1)C(=O)c1cccc(S(=O)(=O)N2CCN(Cc3ccccc3)CC2)c1	-6.0	-4.7	-14	4	1.1	-8.3	-2.4	-3	-5.1	-4.1	-8
45	O=C(NCCc1ccc(Cl)cc1)C1=CC=CN2CCS(=O)(=O)N=C12	-0.3	-0.7	4	-7	-1.4	-0.9	-0.5	-125	0.2	0.1	1
46	Cc1nnc(NC(=O)C2CCN(S(=O)(=O)c3ccc(Cl)cc3)CC2)s1	-0.4	0.3	5	-3	0.0	0.0	-1.2	2	0.5	0.4	-2
47	CCc1nc(Sc2nnnn2-c2ccccc2)c2c3c(sc2n1)CCCC3	-0.4	1.1	10	0	-0.7	-0.4	-0.6	0	-0.1	-1.8	-1
48	O=C(c1cnn(C(=O)c2ccco2)c1)c1ccccc1O	2.0	1.6	0	1	0.8	4.5	-0.5	-12	0.1	1.3	1
49	Cc1csc(SCCn2c(N3CCN(c4ccccc4)CC3)nc3c2c(=O)[nH]c(=O)n3C)n1	-4.9	-0.4	0	7	-0.9	-1.6	-1.0	2	0.2	-0.7	1
50	O=C(CSCc1ccccc1Br)Nc1ccccc1	1.6	2.9	-5	2	0.8	0.8	-1.1	-2	0.4	-0.6	0
51	CC(=NNC(=O)COc1cccc(C)c1)c1cccnc1	0.5	-0.2	3	-1	-1.4	-0.4	-0.7	-3	0.1	0.0	-1
52	O=C(N/C(=C/c1ccco1)C(=O)N1CCOCC1)c1cccs1	2.9	-0.4	10	5	-0.1	1.5	-1.1	-22	0.1	0.9	-2
53	CC(=O)c1ccc(N2CCN(C(=O)/C=C/c3ccc(S(=O)(=O)N4CCOCC4)cc3)CC2)cc1	0.9	-0.4	9	-1	0.5	0.8	-1.2	0	-1.0	-0.4	1
54	CCCc1cc(=O)[nH]c2nnc(SCC(=O)Nc3nnc(CC)s3)n12	-1.7	-0.1	-2	-3	0.1	1.1	-1.1	4	1.6	-0.6	-2
55	N#CCc1ccc(NC(=O)c2ccc(CN3CCc4ccccc4C3)cc2)cc1	-3.2	-3.7	-9	10	-0.6	-4.2	-1.5	-8	-1.6	-4.5	-3

Outcome played no part in choosing rows. About 7% of those tested had a hit in this group.
